# LANA DNA inh = KSHV C-LANA DNA binding inhibition; MBP-C-LANA/FAM-LBS DNA binding, fluorescence polarization; inhibition, % at 9 µM; 340,000 compounds, 0.078% hits;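 active = highest replicate inhibition at or above 60% at 9 µM, even if other replicates fall short; inactive = all replicates below 60% inhibition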;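 also: 0% = neutral control wells and 100% = 4 µM acridine orange control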
# RTF Ca sens inh = cardiac RTF calcium desensitization. IANBD-labeled cardiac RTF, Ca2+ fluorescence. 340,000 compounds, 0.12% hits. inhibition, % at 7.15 µM. P19429+P45379;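 active = inhibition above the mean inhibition of all tested compounds plus 3 SD, cut at about 17% in these data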;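 also: assay run at fixed EC70 calcium of 1.6 mM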
# HTR5A inv ag = inverse agonist of human HTR5A in OPRM1-OPRD1 counter-screen; P47898; HTR5A cell line, luminescence, inverse agonism; inhibition, % at 9.3 µM; 340,000 compounds, 0.083% hits; AID 504634; in the data active = inhibition mostly above about 23%, no sharp cut-off; inactive = mostly below about 18%;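 also: 0% = cells with DMSO and 100% = no-cell wells with DMSO; some compounds called inactive have numbers as strong as hits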
# Target sequence (P47898 whole entry, looked up): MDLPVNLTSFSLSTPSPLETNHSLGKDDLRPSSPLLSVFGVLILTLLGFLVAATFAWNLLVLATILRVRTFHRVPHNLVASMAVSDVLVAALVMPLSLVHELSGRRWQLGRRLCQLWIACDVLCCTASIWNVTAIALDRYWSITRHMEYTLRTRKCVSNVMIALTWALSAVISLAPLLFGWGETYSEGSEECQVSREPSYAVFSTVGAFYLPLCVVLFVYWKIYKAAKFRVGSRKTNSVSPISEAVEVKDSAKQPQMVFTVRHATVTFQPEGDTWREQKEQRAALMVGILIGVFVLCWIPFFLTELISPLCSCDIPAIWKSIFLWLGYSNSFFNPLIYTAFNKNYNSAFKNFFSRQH
# MOR-DOR ag = OPRM1-OPRD1 heterodimerization agonism | P35372+P41143 | cells, luminescence | activation, % at 9.3 µM | 340,000 compounds, 0.3% hits | AID 504326; in the data active = activation above about 18%;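 also: 0% = vehicle-treated cells and 100% = reference agonist; values of inactives mirror those of a sister screen read the other way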
# RTF Ca sens act = increases calcium sensitivity of human cardiac regulated thin filaments. P19429+P45379. IANBD-labeled TnC RTF fluorescence at EC20 calcium; 0% EC20 calcium, 100% full calcium. activation, % at 7.2 µM. 340,000 compounds, 0.24% hits;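 active = activation above the mean over all tested compounds plus 3 SD, cut at about 30% in these data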;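 also: rise in fluorescence read as greater calcium sensitivity of cardiac thin filaments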
# MOR-DOR inv ag = inverse agonists of human mu-delta opioid receptor heterodimerization; P35372+P41143; cell-based MOR-DOR heterodimer luminescence, inverse agonism; inhibition, % at 9.3 µM; 340,000 compounds, 0.21% hits; in the data active = inhibition above about 22%, passing the limit was not always enough;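 also: 0% = cells with DMSO and 100% = wells without cells with DMSO; values of inactives mirror those of a sister screen read the other way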
# V-ATPase pHluor = alters yeast V-ATPase proton transport. 350,000 compounds, 0.37% hits. response, % at 10 µM. S. cerevisiae, pHLuorin cytosolic pH fluorescence; in the data active = response mostly above about 7.3%, no sharp cut-off; inactive = mostly below about 5.4%; also: actives read high; inactives centre near 0; some compounds called inactive have numbers as strong as hits; reference of the scale not given here
# CAL-PDZ inh HTS = inhibitors of human CAL PDZ peptide binding | AID 602252 | purified CAL PDZ, TMR-peptide fluorescence polarization, 1 h | inhibition, % at 24.9 µM | Q9HD26 | 300,000 compounds, 0.92% hits;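 active = mean inhibition of at least 30% with at least half of replicates also reaching 30%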;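 also: 0% = DMSO neutral control and 100% = excess unlabeled competitor peptide PRC23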
# HTR5A ag = activates human HTR5A in OPRM1-OPRD1 agonist counter-screen. HTR5A agonist assay, luminescence, cell-based. P47898. AID 504692. activation, % at 9.3 µM. 340,000 compounds, 0.61% hits; in the data active = activation mostly above about 9.5%, no sharp cut-off; inactive = mostly below about 7.6%;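 also: 0% = cells with vehicle only and 100% = reference agonist; strong numbers were not always called active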
# Keap1 Nrf2 FP = Keap1-Nrf2 (human) interaction inhibition; 340,000 compounds, 0.15% hits; AID 504523; inhibition, % at 9.4 µM; Keap1 Kelch-Nrf2 peptide fluorescence polarization, 1536-well; Q14145; in the data active = inhibition above about 12%;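 also: human Keap1 Kelch domain with fluorescein labeled Nrf2 9mer peptide probe; 0% = neutral control wells and 100% = peptide positive control; higher means more block of Keap1 binding to Nrf2 peptide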
# Target sequence (Q14145 whole entry, looked up, the tested form may be a part): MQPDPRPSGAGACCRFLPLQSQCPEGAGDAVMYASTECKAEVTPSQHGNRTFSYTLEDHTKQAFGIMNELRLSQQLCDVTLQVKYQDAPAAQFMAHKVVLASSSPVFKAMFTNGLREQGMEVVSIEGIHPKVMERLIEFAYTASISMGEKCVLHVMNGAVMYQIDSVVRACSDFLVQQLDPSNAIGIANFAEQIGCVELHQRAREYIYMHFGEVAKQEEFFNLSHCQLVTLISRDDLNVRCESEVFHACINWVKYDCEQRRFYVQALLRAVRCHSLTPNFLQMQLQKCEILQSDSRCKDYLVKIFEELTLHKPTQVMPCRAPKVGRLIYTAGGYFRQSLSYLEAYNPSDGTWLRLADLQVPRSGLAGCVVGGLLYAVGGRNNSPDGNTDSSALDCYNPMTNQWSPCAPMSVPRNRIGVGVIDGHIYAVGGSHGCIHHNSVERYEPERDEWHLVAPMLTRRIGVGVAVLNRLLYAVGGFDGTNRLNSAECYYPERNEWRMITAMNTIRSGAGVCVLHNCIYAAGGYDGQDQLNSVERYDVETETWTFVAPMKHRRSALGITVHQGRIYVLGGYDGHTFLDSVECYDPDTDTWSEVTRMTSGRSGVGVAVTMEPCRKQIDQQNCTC
# The depositor's hits bear a star; · = no result given.
SMILES,LANA DNA inh,RTF Ca sens inh,HTR5A inv ag,MOR-DOR ag,RTF Ca sens act,MOR-DOR inv ag,V-ATPase pHluor,CAL-PDZ inh HTS,HTR5A ag,Keap1 Nrf2 FP
Cc1ccc(/C=C\c2nccc3c2[nH]c2ccccc23)cc1,-1.2,-5,-17,5.1,-6,-23,-2,-5,3,-3
Cc1csc(=O)n1CCC(=O)OCC(=O)NNC(=O)c1ccc(Br)cc1,1.1,2,-11,-4.7,-4,18,7,-3,4,-3
Cc1ccc(Nc2nc(N3CCOCC3)c3ccccc3n2)cc1,1.0,-1,10,2.1,-4,-12,-2,-2,-4,2
c1cncc(-c2nnc(-c3cccs3)o2)c1,-0.6,-10,16,-0.8,2,4,3,-3,-2,6
CC1CCN(c2nnc(N3CCC(C)CC3)c3ccccc23)CC1,-1.1,-1,2,-1.6,-2,10,2,·,-1,-5
O=C(CN1C(=O)C2C3C=CC(C3)C2C1=O)N1CC=C(c2ccccc2)CC1 (stereo unspecified),-1.6,-3,15,1.9,0,-8,5,0,0,0
O=C(COc1ncnc2sccc12)Nc1cccc(S(=O)(=O)N2CCOCC2)c1,-2.2,-8,5,-2.3,2,9,-3,-1,-2,-2
O=C(Cc1ccc([N+](=O)[O-])cc1)N1N=C(c2ccncc2)CC1(O)C(F)(F)F (stereo unspecified),-0.2,-8,10,-2.9,0,14,0,-1,4,-1
O=S(=O)(c1ccccc1)c1nc(-c2cccs2)oc1NCc1cccnc1,1.8,4,-9,-0.5,-4,2,-3,-2,4,-3
O=C(c1ccc(S(=O)(=O)N2CCOCC2)cc1)N1CCOCC1,0.4,-1,-9,-2.5,-2,13,1,-1,3,-2
O=C(NC(=S)NC1CCCCC1)c1ccc(Cl)cc1,0.4,-5,-25,2.6,4,-18,-2,·,6,2
COc1cc(C)ccc1OCCOCCOc1ccccc1Br,3.0,-9,22,5.9,-1,-29,-1,-2,-10,-3
CCC(C)c1c(NS(=O)(=O)c2ccc(C)cc2)o[nH]c1=O (stereo unspecified),-0.8,-3,12,-2.4,-1,13,2,·,-3,0
O=S(=O)(c1ccccc1Oc1ccc(Cl)cc1Cl)N1CCCCC1,1.8,-2,-34,-1.4,-5,7,-4,6,4,2
Cc1cc(C)cc(NC(=O)[C@@H](NC(=O)c2ccco2)C(C)C)c1,-0.1,-5,3,0.7,-1,-5,9,2,-1,-8
Cc1ccccc1NC(=S)NCCc1c[nH]c2ccccc12,-0.5,5,2,0.9,-2,-5,4,-1,-1,-8
CC(C)n1nnnc1SCC(=O)N(C)C1CCS(=O)(=O)C1 (stereo unspecified),-1.2,-2,3,-2.3,1,11,5,-2,-1,-10
Cc1nc2[nH]c(=S)n(C)c(=O)c2nc1C,-1.1,0,4,-3.0,-6,18,-1,4,-2,0
O=C(COC(=O)c1ccc(S(=O)(=O)N2CCc3ccccc3C2)cc1)NC1CCS(=O)(=O)C1 (stereo unspecified),0.7,-9,-2,0.8,-2,-4,9,-2,1,-3
O=C(Oc1ccc2ccc(=O)oc2c1)c1ccc([N+](=O)[O-])cc1,-0.6,-2,-13,-2.9,-2,14,0,-2,3,-2
Cc1ccc(S(=O)(=O)NCCC(=O)NCc2cccnc2)cc1,0.5,-1,11,-2.4,0,13,-4,-1,2,-1
O=C(NCCCCc1ccccc1)c1ccccc1Cl,-1.5,2,8,-0.6,3,3,1,·,2,-1
Cc1[nH]nc2c1C(C(C)C)C(C#N)=C(N)O2 (stereo unspecified),2.2,-1,-18,0.8,-1,-4,-1,-2,5,-5
Cc1ccc2nc(-c3ccncc3)cc(C(=O)Nc3ccc(F)cc3C)c2c1,-0.3,-1,-11,5.5,-3,-22,-1,·,4,-3
CCOc1ccc(CNC(=O)c2ccco2)cc1,0.0,5,16,-1.7,-4,9,5,5,-3,-4

# (continued)
SMILES,LANA DNA inh,RTF Ca sens inh,HTR5A inv ag,MOR-DOR ag,RTF Ca sens act,MOR-DOR inv ag,V-ATPase pHluor,CAL-PDZ inh HTS,HTR5A ag,Keap1 Nrf2 FP
COc1ccc(NC(=O)c2nc3nccc(C)n3n2)cn1,4.9,-2,4,-4.6,4,19,-3,1,-2,0
Cc1cc(C)nc(NS(=O)(=O)c2ccc(NC(=O)c3snnc3C)cc2)n1,1.2,5,-12,-2.2,3,11,-3,3,1,-4
CCCCNC(=O)c1ccccc1SCc1c(C)noc1C,1.6,-3,18,-1.3,-4,9,5,3,-1,-1
COC(=O)Cn1c(=O)c2c(nc3n2CC(C)CN3CCc2ccccc2)n(C)c1=O (stereo unspecified),1.7,-5,-1,-0.6,0,3,3,-3,0,-1
COc1cccc(CNc2ncc(Br)cc2Br)c1O,-2.1,-12,20,2.8,-3,-16,0,-4,-8,-3
CCO/N=C(\C)c1c(O)c(CC)c(-c2ccccc2)n(-c2ccccc2)c1=O,1.3,-2,-29,12,3,-67,1,-3,8,-6
Cc1nc2ccc(NC(=O)Cc3ccsc3)cc2s1,0.0,-7,7,-2.5,-5,12,0,-1,2,2
CCc1ccc(-c2nnn(Cc3nc4ccccc4s3)n2)cc1,-1.3,-3,5,-0.2,-1,1,-2,·,1,-1
CN(C)C(=O)COc1ncnc2sc(-c3ccccc3)cc12,-0.2,-6,-2,-1.5,-1,7,-1,-4,0,3
COc1ccc(CNC(=O)c2ccc(N3CCOCC3)c([N+](=O)[O-])c2)cc1,-0.5,-13,9,3.9,6,-25,1,-2,-4,-1
Cn1cnnc1-c1cccc(NC(=O)c2cc(F)c(F)cc2Cl)c1,0.4,-7,2,-2.0,2,10,2,-2,1,6
CCOC(=O)Cc1csc(NC(=O)CSc2nnc(C(C)C)n2CC)n1,-0.3,-2,-6,1.2,10,-7,-1,2,-6,-1
CCN1C(=O)[C@@H]2[C@@H](c3ccc(-c4ccc(OC)cc4)cc3)N3CCC[C@@]3(C(=O)OC)[C@@H]2C1=O,-0.6,-1,-7,-3.0,2,17,-4,0,5,3
Cc1nn(CCC(=O)NCc2ccc(OC(C)C)cc2)c(=O)c2nn(-c3ccccc3)c(C)c12,-1.1,-3,-20,-3.9,1,20,-1,6,6,-3
Cc1cccc(NC(=O)CSc2nc(C3CC3)nc3ccccc23)c1,0.0,-7,0,0.9,2,-6,-3,-1,4,-6
O=C(C[n+]1cccc(/C=N/O)c1)N1CCCc2ccccc21,0.3,-5,-6,2.3,3,-17,-1,-3,2,0
O=C(CC(C(=O)O)c1ccc(Cl)cc1)c1ccc(Br)cc1 (stereo unspecified),-2.5,-8,-1,-0.4,-3,2,-4,0,0,2
CC(OC(=O)C1=COCCO1)C(=O)Nc1ccccc1C#N (stereo unspecified),0.1,-7,5,0.1,0,0,-1,-1,2,4
CCCCOc1ccc(/C=N/Nc2cc(N3CCOCC3)nc(C)n2)cc1,0.5,0,-2,-2.8,-2,14,0,-2,0,-1
Cn1c2ccccc2c2nnc(SCC(=O)Nc3ccccc3F)nc21,0.4,2,-6,1.1,-3,-5,2,0,2,0
O=C(CNS(=O)(=O)/C=C/c1ccccc1)OC1CCOC1=O (stereo unspecified),0.5,2,-6,-3.6,-3,18,7,-1,2,-6
CCCS(=O)(=O)N1CCC(Cc2ccc(OC)cc2)(C(=O)OCC)CC1,1.2,8,-1,-4.3,0,22,-1,6,0,0
COc1ccc(NS(=O)(=O)c2ccc(O)c(C(=O)OCC(=O)Nc3ccc4c(c3)OCCO4)c2)cc1,-1.5,-5,2,-0.6,-1,3,-2,-2,-1,-2
Cc1cccc(C)c1NC(=S)N(Cc1ccccc1)Cc1cccs1,-1.6,-10,-6,3.3,6,-17,0,·,2,-3
COc1ccccc1N1CC(C(=O)NCCN2C(=O)S/C(=C\c3cccnc3)C2=O)CC1=O (stereo unspecified),1.0,-4,-2,-3.8,-2,15,2,1,-4,-4

# Just LANA DNA inh, RTF Ca sens inh and MOR-DOR ag, for some of the entries so far:
molecule | LANA DNA inh | RTF Ca sens inh | MOR-DOR ag
Cc1ccc(S(=O)(=O)NCCC(=O)NCc2cccnc2)cc1 | 0.5 | -1 | -2.4
O=C(NCCCCc1ccccc1)c1ccccc1Cl | -1.5 | 2 | -0.6

# The results go on:
SMILES,LANA DNA inh,RTF Ca sens inh,HTR5A inv ag,MOR-DOR ag,RTF Ca sens act,MOR-DOR inv ag,V-ATPase pHluor,CAL-PDZ inh HTS,HTR5A ag,Keap1 Nrf2 FP
Cc1ccc(C)c(S(=O)(=O)N/N=C/c2ccc(C(=O)O)cc2)c1,-0.1,5,-14,-4.4,-5,23,-2,2,-1,-2
CCC(C)(C)NC(=O)C(c1cccn1C)N(C(=O)Cn1nnc2ccccc21)c1ccccc1OC (stereo unspecified),0.4,1,-3,0.4,2,-2,-1,2,1,-3
O=C(c1cccn2c(=O)c3ccccc3nc12)N1CCN(Cc2ccc3c(c2)OCO3)CC1,-2.1,-6,-5,-1.1,-6,6,3,·,-1,-4
CCCCNC(=O)COC(=O)CCC(=O)c1ccc(Cl)cc1,0.6,0,0,-1.2,1,6,-4,-1,0,-5
O=C(CCN1CCN(S(=O)(=O)c2ccc(Br)cc2)CC1)Nc1ccccc1F,-4.5,4,4,-2.4,-5,11,0,-4,-1,-8
Cc1ccc(CC(=O)Nc2nc3c(s2)CCCC3)cc1,-0.2,-17,-3,-0.9,-4,5,-2,0,2,-8
c1cnc(N2CCN(Cc3ccc4c(c3)OCO4)CC2)cn1,1.5,1,-10,-1.9,-7,9,2,-2,6,0
Cc1ccc(Cc2nc(-c3cccnc3)no2)cc1,0.0,-6,1,-3.6,4,18,3,-4,0,-1
CCN1CCc2nc(NC(=O)CC(c3ccccc3)c3ccccc3)sc2C1,-2.5,7,7,-2.0,-2,12,5,-4,5,-1
Cn1nnc(-c2ccc(OCc3ccccc3F)cc2)n1,-0.9,-6,13,-2.0,0,10,0,-7,-3,3
CCOC(=O)/C=C/C(=O)OCC(=O)NCc1ccccc1,2.1,9,9,0.8,6,-5,-1,-3,-3,-15
OCC[C@@H]1C[C@@H](O)[C@H](O)[C@]2(CCCO2)O1,1.5,1,-4,0.4,5,-2,16,0,3,-4
O=C(CCCCCCN1C(=O)c2ccccc2C1=O)NC1CCCCC1,-0.8,1,8,4.1,0,-23,2,·,-2,-1
O=C(COC(=O)c1oc2ccccc2c1CSc1ccc(Cl)cc1)NC1CCCC1,-0.4,4,0,4.2,8,-30,0,2,0,-3
COc1cc(OC)c(NC(=O)c2ccc(Br)o2)cc1Cl,-0.2,4,15,-3.1,-2,17,-2,0,3,3
O=S(=O)(Nc1ccc(S(=O)(=O)Nc2ncccn2)cc1)c1ccc(Cl)cc1,-0.1,-4,2,-1.0,-7,6,3,-3,-1,6
COC(=O)c1cccc(-c2noc(-c3ccccc3F)n2)c1,2.8,-11,-5,0.6,15,-3,1,-1,1,-5
O=C(CNC(=O)COc1ccccc1)NCCN1CCOCC1,-1.5,0,-1,-3.0,-1,12,-3,1,3,2
Cc1ccc(NC(=O)c2cc(S(=O)(=O)N3CCOCC3)cs2)cc1,-1.3,-7,7,1.6,-2,-8,-1,-6,-3,-2
COc1cccc(-n2c(COc3ccc(C)cc3)nnc2SCC(N)=O)c1,-0.7,-2,-8,-0.9,4,5,0,0,-5,1
Cc1oc2cc(OC(C)C(=O)O)ccc2c(=O)c1Oc1ccccc1 (stereo unspecified),-0.4,-12,13,0.4,-12,-2,-5,10,4,7
O=C(COC(=O)C1CCCC1)Nc1ncc(Cl)cc1Cl,5.6,-5,-3,-3.8,-2,20,3,-2,1,-3

# High-throughput results: PubChem BioAssay, several laboratories
